Bioassay records from PubChem.
Exocytosis inh: LAMP-1 surface exposure blockers, TALL-104 cells – cell-based, flow cytometry, MLPCN library, primary screen; inhibition, % at 10 µM; hit rate 0.66% among 360,000; TALL-104 LAMP-1 surface exposure; cells stimulated with thapsigargin and PMA;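 active = inhibition above about 55%, limit read from the data; inconclusive = no clear call, values can overlap the other calls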
ABCB6 inh 2: ABCB6 transporter inhibitors, primary screen, K562-ABCB6 cells, flow cytometry, MLPCN library. fluorescence ratio to DMSO, % at 10 µM. ATP-binding cassette sub-family B member 6 (Homo sapiens), Q9NP58. AID 602162, 2011. K562-ABCB6 porphyrin accumulation, 1 h; hits give low values. hit rate 0.19% among 360,000;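 active = fluorescence ratio to DMSO below 75%, the collection mean minus 3 SD; inconclusive = too few cells collected in the well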;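 note: signal is porphyrin accumulated inside mitochondria; 100% equals median channel fluorescence of DMSO control wells; lower ratio means ABCB6 inhibition with less porphyrin fluorescence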
H9c2 protect: cardioprotection against H2O2-induced cell death, primary screen, uHTS, H9c2 cells, ATPLite luminescence; protection from H2O2 cell death, % at 20 µM; H9c2 cardiomyocytes, H2O2 injury protection, 2 h; AID 588492, 2011; hit rate 0.63% among 360,000;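 active = compounds giving at least 50% protection of heart cells from peroxide-induced death in the single-dose screen, raw or plate-pattern-corrected value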;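 note: 0% = DMSO wells with peroxide and 100% = DMSO wells without peroxide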
PDI turbidity: inhibitors of human PDI, primary screen, biochemical, turbidity, single point, plate reader. hit rate 0.052% among 350,000. PDI insulin aggregation turbidity, A650, 90 min. inhibition, % at 10 µM. AID 588391, 2011;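 active = mean inhibition across replicates of 30% or more, whatever share of single replicates reach that level; inconclusive = mean inhibition below 30% while every single replicate reaches 30%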;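 note: absorbance from insulin aggregation driven by PDI reduction with DTT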
MC4R antagonist: MC4R antagonists of cAMP signaling, primary screen, cell-based, TR-FRET, antagonist arm of biased-ligand search; Melanocortin receptor 4 (Homo sapiens), P32245; MC4R-expressing cells, MTII-stimulated cAMP, LANCE TR-FRET; inhibition, % at 6.5 µM; hit rate 0.48% among 360,000;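 active = inhibition above its plate's cutoff, the mean of tested wells on that plate plus 3 SD, cut at about 29% in these data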;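 note: 0% = Melanotan II alone and 100% = Melanotan II plus saturating MCL0020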
Target sequence (P32245 whole entry, looked up): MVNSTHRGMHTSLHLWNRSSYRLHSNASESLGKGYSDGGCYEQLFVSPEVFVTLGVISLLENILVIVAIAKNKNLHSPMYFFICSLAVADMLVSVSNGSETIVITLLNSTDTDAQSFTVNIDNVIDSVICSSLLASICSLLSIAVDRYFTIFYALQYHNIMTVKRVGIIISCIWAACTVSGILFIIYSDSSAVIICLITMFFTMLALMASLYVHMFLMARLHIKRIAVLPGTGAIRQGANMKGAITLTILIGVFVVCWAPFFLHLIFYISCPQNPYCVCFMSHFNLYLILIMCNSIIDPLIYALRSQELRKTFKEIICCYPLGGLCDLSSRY
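System – human MC4R-expressing U2OS cells · Also added – Melanotan II · Dosing – one concentration, 6.5 µM nominal · Timing – 30-min compound, 1-h challenge, 1-h detection, room temperature · Measured by – Eu-cAMP/anti-cAMP TR-FRET, emission 671 nm · Replicates – singlicate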
Glyco luc inh: increase of ERlucT glycosylation luciferase signal, primary screen, N-linked glycosylation inhibitor project, D54 ERlucT cells, luminescence, set 2. D54 ERlucT glycosylation luciferase reporter, 24 h; percent of 100 nM tunicamycin response. reporter increase, % at 12.5 µM. hit rate 0.23% among 360,000;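 active = mean luciferase reporter signal, scaled so untreated is 0 and the glycosylation-blocking control 100, at or above a set limit in every replicate; inconclusive = mean reaches the limit but not every replicate does; inactive = mean below the limit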;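 note: luciferase carries N-glycosylation sites so blocking glycosylation raises the light; 0% = median of neutral control wells and 100% = median of 100 nM tunicamycin wells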
CaV13 ICDI inh: Disruptors of the CACNA1D IQ motif to Ca2+-dependent inactivation inhibitor domain association, primary screening, Förster resonance energy transfer in intact living … | HEK cells, CFP/YFP FRET ICDI-IQ, plate reader, 10 min; percent FRET-ratio fall versus neutral wells | inhibition, % at 12.3 µM | hit rate 0.098% among 340,000 | AID 743397;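 active = mean replicate inhibition of at least 30% and at least 1% of replicates passing that level; inconclusive = only one of the two criteria is met; inactive = neither criterion is met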;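 note: 0% = median of the neutral control wells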
ABHD5-PLIN5 inh: ABHD5-PLIN5 interaction inhibitors, primary screen, cell lysate, split luciferase complementation, luminescence; Split G. princeps luciferase complementation, 4 h; hit rate 0.78% among 360,000; inhibition, % at 4 µM; Perilipin-5 (Homo sapiens) + 1-acylglycerol-3-phosphate O-acyltransferase ABHD5 (Homo …;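 active = inhibition above the mean inhibition across every tested compound plus 3 SD, cut at about 22% in these data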;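 note: 0% = DMSO only wells and the 100% control is not disclosed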
m5-HT2A agonist: mouse Htr2a agonists via beta-arrestin recruitment, primary screen, cell-based, luminescence | hit rate 0.66% among 360,000 | AID 624169, 2012 | CHO-K1 mHTR2A beta-arrestin complementation; percent of 30 µM serotonin response | 5-hydroxytryptamine receptor 2A (Mus musculus), P35363 | activation, % at 7.6 µM;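 active = activation above a run cutoff, the mean activation of all tested compounds plus 3 SD, cut at about 14% in these data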;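 note: 0% = plate median of compound wells and 100% = 30 µM serotonin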
Target sequence (P35363 whole entry, looked up): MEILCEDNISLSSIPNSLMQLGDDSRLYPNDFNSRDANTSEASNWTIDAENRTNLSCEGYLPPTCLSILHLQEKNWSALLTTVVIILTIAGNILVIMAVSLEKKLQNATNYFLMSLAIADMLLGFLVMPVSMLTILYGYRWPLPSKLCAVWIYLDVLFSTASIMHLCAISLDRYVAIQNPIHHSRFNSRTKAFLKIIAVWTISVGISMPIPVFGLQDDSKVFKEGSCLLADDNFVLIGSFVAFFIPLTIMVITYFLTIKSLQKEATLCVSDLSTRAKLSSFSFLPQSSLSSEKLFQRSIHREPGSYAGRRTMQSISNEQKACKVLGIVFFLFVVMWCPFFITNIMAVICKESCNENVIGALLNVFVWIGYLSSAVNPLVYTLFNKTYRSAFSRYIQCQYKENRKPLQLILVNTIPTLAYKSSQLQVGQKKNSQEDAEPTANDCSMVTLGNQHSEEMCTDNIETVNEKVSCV
MC4R barr agon: MC4R agonists recruiting beta-arrestin, primary screen, cell-based, luminescence, agonist arm of biased-ligand search; Melanocortin receptor 4 (Homo sapiens), P32245; U2OS MC4R beta-arrestin complementation; percent of melanotan II response, DMSO zero; activation, % at 8.9 µM; hit rate 0.98% among 360,000;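 active = activation above a per-plate cutoff, the mean activation of sample wells on that plate plus 3 SD, cut at about 8% in these data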
* = called active by the depositor; ? = inconclusive; / = no result given. Random draw from the library; overall some 4.2% were active at least once.

Value order – Exocytosis inh	ABCB6 inh 2	H9c2 protect	PDI turbidity	MC4R antagonist	Glyco luc inh	CaV13 ICDI inh	ABHD5-PLIN5 inh	m5-HT2A agonist	MC4R barr agon
COc1ccc(OC)c(C(=O)CSc2nnc(Cc3cccs3)n2C)c1
  2	92	1	10	5	-2	/	7	0	-0.4
C=CCc1cc(C)ccc1OCCn1ccnc1
  -1	99	1	-9	-3	2	-4	5	-3	-0.2
O=C(NC1C(=O)NNC1c1ccccc1)c1ccc(F)cc1 (centres undefined)
  -1	94	-4	8	4	1	-3	-30	1	-0.8
CSCCC(C(=O)NC1=NCCS1)N1C(=O)c2ccccc2C1=O (centres undefined)
  -2	98	2	0	-3	0	/	-9	1	-1.1
O=C(Cc1coc2ccc3ccccc3c12)N1CCN(c2ncccn2)CC1
  -1	98	-8	1	2	-1	-7	3	-5	-1.0
O=C(CN1C(=O)c2ccccc2C1=O)NNC1=NS(=O)(=O)c2ccccc21
  0	97	4	-5	0	1	-3	0	0	-3.0
Cc1ccc(C(=O)N2CCN(CCNC(=O)C(=O)NCc3ccc(Cl)cc3)CC2)cc1
  -5	83	3	4	-1	-2	-6	6	-9	-1.4
Oc1cccc2cnccc12
  -2	96	-1	3	-3	-3	-5	3	-1	-2.4
Cc1ccc2c(C)nc(Nc3nc(CSc4nc5ccccc5[nH]4)cc(=O)[nH]3)nc2c1
  -5	89	69*	5	7	4	-9	4	-1	-0.5
O=C(Cc1csc(-c2ccccc2)n1)NCc1cccs1
  1	109	4	-1	12	1	0	-2	2	-1.9
Cc1cc(C)nc(SCCC(=O)N2CCOCC2)n1
  -1	106	3	4	3	0	-5	-3	-2	-0.9
COc1ccc(OC)c(S(=O)(=O)N2CCC(NC(=O)c3ccccc3)CC2)c1
  6	100	10	-7	7	1	-4	-1	-5	-1.1
Cc1ccc(S(=O)(=O)/N=C(\CN2CCCCC2)N2CCOCC2)cc1
  -1	93	0	1	6	1	-8	-6	-1	0.2
CCn1c(SCC(=O)Nc2c(C)n(C)n(-c3ccccc3)c2=O)nnc1-c1cccc(C)c1
  -1	94	-10	-1	3	0	-4	2	4	-0.6
CS(=O)(=O)N1CCN(c2ccccc2NC(=O)c2ccc3ccccc3c2)CC1
  4	90	1	-10	8	-1	-5	7	-4	-2.3
S=c1[nH]nc(-c2ccco2)n1-c1ccccc1Cl
  3	101	-7	4	11	1	7	-5	7	-0.3
COc1ccccc1N1CCN(C(=O)c2ccccc2N(C)S(=O)(=O)c2ccc(C)cc2)CC1
  3	94	24	4	5	-2	-2	0	-2	-0.3
N#Cc1ccc(OCc2ccc(C(=O)O)o2)cc1
  5	100	1	-9	6	1	-18	1	7	-2.5
Cc1c(CCC(=O)O)c(=O)n2c([nH]c3ccccc32)c1C#N
  2	96	6	-4	-8	-1	-4	-1	-4	-1.7
COc1cc2c(cc1NC(=O)CSc1ccccn1)oc1ccccc12
  4	106	-9	-1	26	3	-6	6	-3	1.6
CCOC(=O)c1nc2sc(C)c(C)c2c(=O)[nH]1
  1	99	0	0	4	1	-8	4	8	-1.3
Cc1occc1C(=O)N/N=C/c1ccc(Br)s1
  -1	101	2	-3	-4	4	-4	0	-3	-0.6
CC(NC=O)c1nc2ccccc2n1CCc1ccccc1 (centres undefined)
  3	104	9	1	16	0	-2	-2	14	1.5
COc1ccc(-c2c3c(nc4sc(C(=O)Nc5cc(C)on5)c(N)c24)CCC3)cc1
  2	114	7	2	15	-2	/	4	-1	-1.0
Cc1ccc(N=Nc2c(C)[nH][nH]c2=O)c(C)c1
  -1	99	-4	2	-10	18	-4	1	-2	-2.2
CC1(C)C(=O)Nc2ccccc2N1C(=O)COC(=O)Cc1c(F)cccc1Cl
  0	96	3	9	3	-2	-6	4	3	-0.9
COc1cc(NCc2ccccc2)c2ncn(Cc3ccccc3)c2c1
  -2	103	-11	7	-7	0	-5	-2	-2	-1.5
CCC(=O)Nc1c(-c2ccc(Cl)cc2)c(=O)c2ccccc2n1C
  ?	98	8	2	0	2	-4	6	3	-0.1
COc1ccc(S(=O)(=O)NCC(c2cccs2)N2CCc3ccccc3C2)cc1 (centres undefined)
  -2	98	-3	-2	0	-4	-6	-10	8	-1.2
COc1cccc(CN(C(=O)Cc2c[nH]c3ccccc23)C(C(=O)NC2CCCCC2)c2ccc(C)o2)c1 (centres undefined)
  14	91	22	-2	0	-5	/	2	4	3.3
CC(C)OP(=O)(OC(C)C)C(O)c1cccc([N+](=O)[O-])c1 (centres undefined)
  -6	92	-10	-12	5	0	-5	-4	1	-0.9
CSc1nc2ccc(NS(=O)(=O)c3ccc4c(c3)OCCO4)cc2s1
  7	124	-34	-3	-1	1	/	0	-1	-1.5
Cc1ccc(CNC(=O)OC2CC3CC2[C@H]2CCCCN2C3=O)cc1 (some centres undefined)
  7	92	/	/	/	/	-6	3	0	/
COc1cc(/C=N\NC(=O)C2COc3ccccc3O2)cc(OC)c1O (centres undefined)
  -4	95	-1	7	8	-1	-6	-3	2	-0.9
CC(OC(=O)C1CC(=O)N(Cc2ccccc2)C1)C(=O)Nc1ccc(F)cc1Cl (centres undefined)
  -9	98	3	7	6	0	-6	1	9	-0.7
COc1cc(/C=C(\C#N)c2nc3ccccc3[nH]2)cc(Br)c1OCc1ccccc1
  -8	85	-10	-10	12	1	-5	-5	-3	-1.0
CCCCCCCCN1C(=O)[C@H](CC(=O)NCC23CC4CC(CC(C4)C2)C3)C[C@@]2(C(=O)OCC)CCC=C12
  2	/	/	/	/	/	-3	-6	-7	/
O=C(CN1C(=O)C2CCCCC2C1=O)Nc1cccc(C(F)(F)F)c1 (centres undefined)
  -1	98	-4	2	1	2	-5	-5	0	-0.7
Cc1ccc(-c2cccc([C@H]3[C@@H]4C=CC[C@@H](C)[C@@H]4C(=O)N3Cc3ccccc3)c2)cc1
  0	105	-15	1	9	-5	-6	-9	-5	-0.5
C=C1C(O)C[C@@H](C(C)C)N(CC(C)C)S1(=O)=O (some centres undefined)
  -4	99	10	-4	6	1	-11	19	7	-1.1
CCCc1cc(C(=O)NC2CCCC2)no1
  4	97	6	/	-1	-4	-8	-3	-2	-0.8
CN(C)C1CN(Cc2cn(Cc3ccc(C(F)(F)F)cc3)nn2)S(=O)(=O)C1 (centres undefined)
  0	98	/	/	/	/	-10	-1	1	/
Cc1ccc(C(=O)Nc2ccc(N3CCN(C(=O)c4ccco4)CC3)cc2)cc1
  -1	101	-6	7	-4	-2	1	-1	-5	-2.0
Cc1noc(C)c1C(=O)NC(C)c1ccc2c(c1)OCO2 (centres undefined)
  -4	102	-1	2	7	1	-8	-5	1	-0.2
CC(C)OCCCNC(=O)NC12CC3CC(CC(C3)C1)C2
  -6	111	-4	-2	10	2	-5	-1	-2	-1.1
CSCCC(NC(=O)c1ccco1)C(=O)NCc1ccc2c(c1)OCO2 (centres undefined)
  -3	98	4	1	6	4	-6	-4	-5	-2.6
COCCCNC(=O)C[C@@H]1C[C@@]2(C(=O)OC)CC(C)(C)CC=C2N(Cc2ccc3c(c2)OCO3)C1=O
  -1	/	/	/	/	/	-16	2	3	/
CCOC(=O)c1c(NC(=O)Cn2cnc([N+](=O)[O-])n2)sc(C)c1C
  -6	85	7	5	-7	0	-4	-9	3	1.1
COc1ccc(Nc2cc(C)c3cc([N+](=O)[O-])ccc3n2)cc1
  24	97	10	2	2	-4	-31	2	-12	0.4
CCCCNC(=S)NNC(=O)c1cc(C2CC2)nc2ccccc12
  -2	97	1	5	7	4	-3	-8	-12	-2.3
COc1ccc2cc(C#CC3=CC(=O)C[C@H](c4ccc(F)cc4)C3)ccc2c1
  0	106	0	-3	3	0	-6	1	-1	0.7
O=C(N/N=C/CCc1ccccc1)c1ccc(CN2c3cccc4cccc(c34)S2(=O)=O)cc1
  -2	102	3	-5	-3	-1	-6	6	1	0.7
COc1ccc2c(CC(=O)OCc3nc4ccsc4c(=O)[nH]3)coc2c1
  2	101	16	3	5	2	-4	3	4	0.3
O=C(CCc1nnc2ccc(NCc3ccco3)nn12)Nc1ccc(F)cc1
  3	104	1	2	4	4	-5	8	-6	-2.9
